EBNA-1 inhibitor: blocks EBNA-1 binding to DNA | EBNA-1 DNA binding, fluorescence polarization | inhibition, % at 14.8 µM | 0.34% of 300,000 active | AID 1950; in the data active = inhibition above about 28%
HCV core dimer: blocks dimerization of HCV core protein; TR-FRET GST/Flag-core106 dimerization, 1536-well; inhibition, % at 5 µM; 0.33% of 300,000 active; AID 1899;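 active = inhibition above the mean of all tested compounds plus 3 SD, set per screening campaign, cut at about 45% in these data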
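System: GST-tagged and Flag-tagged HCV core protein residues 1-106 / Input: core106 proteins, GST 13.5 nM and Flag 17 nM / Buffer or medium: KF-containing HEPES buffer, pH 7.45, DTT, CHAPS, BSA / Probe or stimulus: Eu-anti-GST and XL665-anti-Flag labelled anti-tag antibodies / Schedule: 4 h, 22.5 °C incubation / Technique: TR-FRET 671 and 617 nm emission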
CTSL1 counter: blocks F. hepatica cathepsin L1 in PFM18AAP counter-screen; recombinant F. hepatica cathepsin L1, Z-Leu-Arg-MCA fluorescence; inhibition, % at 5.96 µM; 0.49% of 300,000 active; AID 1906;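 active = inhibition above the mean of all tested compounds plus 3 SD, set per screening campaign, cut at about 17% in these data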;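 also: 0% = plate median of test compound wells and 100% = 1 µM Z-Phe-Ala-diazomethylketone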
PP5 inh: PP5 (human) phosphatase inhibition. P53041. purified PP5c, OMFP substrate fluorescence. inhibition, % at 6.7 µM. 0.18% of 320,000 active;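 active = inhibition above the campaign's mean inhibition across all tested compounds plus 3 SD, cut at about 9.5% in these data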;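 also: 0% = DMSO only and 100% = 100 µM cantharidin control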
TPT1 inhibitor: C. albicans TPT1 enzyme inhibition; recombinant caTPT1, FP RNA substrate dephosphorylation; inhibition, % at 5 µM; 0.81% of 300,000 active;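 active = inhibition above the mean of all tested compounds plus 3 SD, set per screening campaign, cut at about 24% in these data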;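 also: plate controls were DMSO alone for no effect and ferristatin control at 100 nM for full effect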
Efflux pump inh: antifungal efflux pump inhibition, Nile Red retention | inhibition, % at 10 µM | 0.44% of 330,000 active | S. cerevisiae Candida pump triplex;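 active = plate passing quality check with inhibition over a set limit, or well fluorescence over plate mean plus 4 SD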;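 also: Nile Red retained in pooled yeast measured as flow cytometry median fluorescence; 0% = buffer negative control and 100% = Enniatin B positive control; higher means more Nile Red kept so more efflux inhibition; some compounds called inactive have numbers as strong as hits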
ZTA counter: counter-screen for EBNA-1 inhibitors: inhibitors of Epstein-Barr virus ZTA; P03206; ZTA-DNA binding, fluorescence polarization; inhibition, % at 11 µM; 0.15% of 320,000 active; AID 2234; in the data active = inhibition above about 33%
Target sequence (P03206 whole entry, looked up): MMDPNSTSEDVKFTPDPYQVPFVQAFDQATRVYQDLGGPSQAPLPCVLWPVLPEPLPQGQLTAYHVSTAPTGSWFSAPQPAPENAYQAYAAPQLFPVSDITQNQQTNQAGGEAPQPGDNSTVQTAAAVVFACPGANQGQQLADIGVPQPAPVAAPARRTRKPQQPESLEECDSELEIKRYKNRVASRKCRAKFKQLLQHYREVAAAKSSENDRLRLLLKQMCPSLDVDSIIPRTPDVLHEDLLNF
PP1 inh: blocks human PP1-alpha phosphatase, a PP5 counter-screen. purified PP1alpha, OMFP fluorescence. inhibition, % at 6.7 µM. 0.9% of 320,000 active;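 active = inhibition above the mean inhibition of all tested compounds plus 3 SD, computed separately for each screening campaign, cut at about 15% in these data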
Target sequence (P62136 whole entry, looked up): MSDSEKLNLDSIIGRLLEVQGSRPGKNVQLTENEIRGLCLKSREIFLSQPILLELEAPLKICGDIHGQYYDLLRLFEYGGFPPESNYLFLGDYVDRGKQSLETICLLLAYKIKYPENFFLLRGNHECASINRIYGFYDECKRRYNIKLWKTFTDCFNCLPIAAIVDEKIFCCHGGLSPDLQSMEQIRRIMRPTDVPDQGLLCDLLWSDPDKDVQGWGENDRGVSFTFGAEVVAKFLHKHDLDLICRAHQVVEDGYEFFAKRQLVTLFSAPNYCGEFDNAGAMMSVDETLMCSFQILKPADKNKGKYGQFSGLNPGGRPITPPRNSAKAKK
PREPL inh: inhibits the human prolyl oligopeptidase-like enzyme; Q4J6C6; recombinant PREPL, fluorescence polarization activity-based probe; inhibition, % at 5.96 µM; 0.68% of 320,000 active; in the data active = inhibition above about 43%;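 also: 0% = enzyme with DMSO and 100% = wells lacking enzyme; many of its hits are not listed in these tables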
Starred values were filed as active, the others as inactive; / = not tested or not shown.

SMILES | EBNA-1 inhibitor | HCV core dimer | CTSL1 counter | PP5 inh | TPT1 inhibitor | Efflux pump inh | ZTA counter | PP1 inh | PREPL inh
Cc1cccc(NC(=S)N2CCCCCC2)c1 | 6 | 7 | 0 | 0.7 | -3 | 0.1 | 21 | -3 | 5
COc1ccc(-c2nc(N/N=C(\C)c3ccc(O)cc3)c3ccccc3n2)cc1 | 1 | 1 | 2 | 0.9 | -2 | -0.1 | 8 | -5 | 20
O=C(CSc1nc2ccccc2[nH]1)Nc1ccc(F)cc1 | -13 | 0 | -2 | 3.5 | 0 | 0.0 | -3 | 2 | -18
CN1CCN(CCc2cn3ncc(C#N)c3nc2-c2ccc(F)cc2)CC1 | -9 | 4 | 4 | 2.3 | 0 | 0.3 | -4 | -1 | 16
CC(=O)c1ccc(N2CCN(C(=O)CCCn3c(=O)[nH]c4ccccc4c3=O)CC2)cc1 | -10 | 0 | -1 | -2.4 | 1 | 0.2 | 8 | 2 | -19
COc1ccc(C2C=C(C)Nc3ncnn32)cc1 (stereo not given) | -10 | 1 | -2 | 1.3 | -2 | 0.2 | -7 | -1 | -25
Cc1cccc(OCc2nnc(SCC(=O)N3c4ccccc4CC3C)n2C)c1C (stereo not given) | -2 | 9 | 3 | 1.6 | 1 | 0.2 | -8 | 1 | 8
COc1cc(C#N)ccc1OCC(=O)Nc1cccc(S(=O)(=O)N2CCCC2)c1 | 0 | 3 | -16 | 0.0 | -3 | 0.0 | -7 | -2 | 1
CCCn1cc(CN2CCC(Cc3ccccc3)(C(=O)OCC)CC2)c(C)n1 | 0 | -2 | 0 | 0.4 | -4 | 0.0 | -3 | 0 | 15
COc1ccc(C2CC(c3ccccc3)=NN2C(=O)COC(=O)C2(C)CC2(Cl)Cl)cc1 (stereo not given) | -4 | 14 | -1 | 5.2 | -7 | 0.1 | 7 | -1 | -9
COc1cc(OC)c(S(=O)(=O)N2CCOCC2)cc1S(=O)(=O)N1CCOCC1 | 8 | 5 | 0 | 0.7 | 1 | 0.0 | 8 | 2 | 4
O=C(Nc1ccnn1C1CCN(Cc2ccc(Cl)cc2)CC1)C1CCCC1 | -1 | -1 | 0 | 3.6 | -1 | 0.1 | -4 | -6 | 2
Cc1ccc(CNCC(O)(c2ccc(F)cc2)c2ccc(F)cc2)cc1 | 12 | -7 | 0 | -0.2 | -1 | 0.1 | -2 | 1 | -42
COC(=O)c1cc(NC(=O)c2cccc(C(F)(F)F)c2)c(=O)oc1C/C=N/OCc1cccc(Cl)c1Cl | 2 | 24 | 6 | 1.7 | 35* | 0.0 | -9 | 3 | 23
CC(=O)c1ccc(N2CCC(c3cc(-c4ccc(Cl)cc4)n[nH]3)CC2)c([N+](=O)[O-])c1 | -1 | 2 | 7 | 6.6 | 1 | 0.0 | -6 | -3 | 30
Cc1ccc(C(=O)NC2CC3CCC(C2)N3Cc2ccco2)cc1 (stereo not given) | 5 | -2 | 8 | -0.6 | -6 | -0.2 | 1 | -4 | -6
O=C(CCc1ccccc1)NC(=S)Nc1ccccc1[N+](=O)[O-] | -2 | 4 | 1 | 3.8 | 1 | -0.2 | 2 | 2 | 11
O=C(CCCCn1c(=O)c2ccccc2n(Cc2ccc(F)cc2Cl)c1=O)NCc1ccco1 | 5 | 15 | -1 | -0.1 | -1 | 0.2 | 16 | 0 | -6
CC(Sc1nnnn1C)C(=O)Nc1ccc(N2CCOCC2)cc1 (stereo not given) | -2 | 6 | 0 | 0.4 | 0 | 0.2 | -8 | 2 | 1
O=C1c2ccccc2C(=O)N1CCCOc1ccccc1 | 0 | -6 | 0 | 1.1 | 0 | 0.0 | 3 | 1 | 1
Cc1c(C)c2cc(Cl)c(O)c(CN(C)C)c2oc1=O | -10 | 10 | 2 | 5.2 | 3 | -0.1 | -3 | -2 | 17
CCOc1cc2[nH]c(=S)n(CCCN3CCCC3=O)c(=O)c2cc1OCC | -6 | -6 | 8 | 1.0 | 3 | 0.2 | -8 | 0 | 19
Cc1c(OC(C)C(=O)NCCCN2CCOCC2)ccc2c1oc(=O)c1ccccc12 (stereo not given) | 4 | -2 | 5 | -2.6 | -4 | -0.1 | 9 | 2 | 17
CCc1ccccc1NC(=O)NCc1ccc2c(c1)OCO2 | -8 | -1 | -5 | 2.5 | -1 | 0.4 | 13 | -3 | 3
CCN(CC(=O)Nc1ccccc1OC)C(=O)c1ccc2[nH]c3c(c2c1)CC(C)CC3 (stereo not given) | / | / | / | 2.0 | / | 0.2 | -6 | -1 | 10
O=C1CN(C(=O)COC(=O)/C=C/c2ccc(OC(F)F)cc2)c2ccccc2N1 | 11 | -1 | 5 | -2.2 | -2 | 0.3 | 2 | -4 | 13
CCCCNC(=O)CSc1nc2ccc(NC(=O)CSc3nnc(N)s3)cc2s1 | 6 | 6 | 0 | -0.6 | -2 | 0.2 | -10 | 1 | -9
COc1ccccc1OCCNC(=O)C(CCSC)NS(=O)(=O)c1ccccc1F (stereo not given) | -11 | 0 | 0 | 3.3 | 1 | 0.2 | 9 | -4 | -17
COc1cccc(OC)c1C(=O)N1CCN=C1SCc1cccnc1 | 16 | 0 | -2 | 0.1 | -5 | -0.1 | 1 | -2 | -8
C=C(C)Cn1c(C2CC(=O)N(c3ccccc3F)C2)nc2ccccc21 (stereo not given) | -17 | 5 | 3 | 1.0 | -2 | 0.3 | -5 | -2 | -7
Cc1ccc(N2C(=O)[C@@H]3C(c4ccc(F)cc4)=NO[C@@H]3C2=O)cc1 | -2 | -3 | -3 | 1.9 | 2 | -0.1 | 2 | 1 | 5
O=C(COc1ccccc1)N1CCN(S(=O)(=O)c2ccc(Cl)cc2)CC1 | 1 | 4 | -4 | 2.9 | 0 | 0.3 | 2 | 0 | 3
COc1ccc(NC(=O)c2c([N+](=O)[O-])c(C(C)(C)C)nn2C)cc1 | -8 | -1 | 3 | 5.3 | 2 | 0.0 | -12 | -5 | -6
COc1c(C)cc(C(=O)C2CCCN(C(=O)c3csc(C)n3)C2)cc1C (stereo not given) | 0 | 3 | -3 | 1.0 | 0 | -0.2 | 1 | -3 | 6
CCOc1cc(NC(=O)c2ccco2)c(OCC)cc1NC(=O)c1ccco1 | 6 | -7 | 2 | 1.1 | 0 | 0.1 | 0 | -1 | -5
CCOC(=O)N1CCN(C(=O)c2ccc(-n3c(=S)[nH]c4ccccc4c3=O)cc2)CC1 | -2 | 8 | 0 | 2.7 | 1 | 0.2 | 7 | -3 | 13
COc1cccc(C(=O)Nc2ccc3c(c2)C(=O)c2ccccc2C3=O)c1 | 13 | 2 | -3 | 2.3 | 3 | -0.1 | 3 | 33* | 1
CCN(CC)S(=O)(=O)c1ccc(/C=C/C(=O)OCC(=O)N(C)C)cc1 | -7 | 0 | 3 | -0.1 | 7 | 0.1 | 9 | -3 | 8
Cc1ccc(CN2C(=O)CSC2c2ccc(F)cc2)cc1 (stereo not given) | 2 | 3 | 0 | 6.6 | 2 | 0.1 | 0 | 0 | -6
Cc1cccc(Oc2ccccc2NC(=O)c2cnccn2)c1 | -2 | 5 | 0 | 3.6 | 1 | 0.0 | 0 | -2 | -11
C=CCNS(=O)(=O)c1ccc(OCC(=O)OC)cc1 | -4 | 0 | 11 | -1.1 | -6 | 0.1 | -9 | 4 | 15
Cc1cnc(C)c(N2CCN(Cc3nc(-c4ccc(C)o4)oc3C)CC2)n1 | -2 | 0 | 7 | 1.0 | -2 | -0.1 | 5 | -2 | 15
Cc1ccc(CNC(=O)c2ccc(OCC3CCCO3)cc2)cc1 (stereo not given) | -4 | 7 | -3 | -1.1 | -6 | 0.3 | 3 | -6 | 12
CC(C)(C)OC(=O)N1CCC(CNC(=O)c2cccs2)CC1 | -1 | -1 | -7 | 1.3 | 1 | 0.0 | -8 | -2 | 3
O=C(COC(=O)CNC(=O)c1ccccc1)Nc1ccc2c(c1)OCO2 | -1 | 16 | -6 | 3.9 | 1 | -0.1 | -16 | 1 | 3
Cc1cc(C(=O)N/N=C/c2c3ccccc3cc3ccccc23)n[nH]1 | 9 | -14 | 0 | 1.6 | -1 | -0.1 | 12 | 4 | -2
Cc1ccccc1/C(N)=N/OC(=O)c1ccc(F)cc1 | 9 | -3 | 4 | -0.4 | -1 | 0.1 | 3 | -4 | 0
CCCNC(=O)C(=O)NCc1ccccn1 | 13 | -5 | 5 | -2.2 | -5 | -0.1 | 10 | -2 | 21
Cc1cc(C)nc(NC(=O)c2cc([N+](=O)[O-])cc([N+](=O)[O-])c2)n1 | 5 | -14 | 6 | -1.5 | -2 | 0.1 | -12 | 0 | 9
O=C(NC(Cc1ccccc1)C(=O)O)/C(=C/c1ccccc1)NC(=O)c1cccc(Br)c1 (stereo not given) | 7 | 7 | 0 | 2.2 | 2 | 0.3 | 0 | -3 | 12
More compounds.
SMILES | EBNA-1 inhibitor | HCV core dimer | CTSL1 counter | PP5 inh | TPT1 inhibitor | Efflux pump inh | ZTA counter | PP1 inh | PREPL inh
CCOC(=O)C1=C(COC(=O)c2c(OC)cccc2OC)NC(=O)NC1C (stereo not given) | -12 | -2 | 5 | 0.8 | 2 | 0.3 | -4 | 3 | 9
NC(=O)C1Cc2ccccc2CN1C(=O)c1nn(Cc2ccccc2)c(=O)c2ccccc12 (stereo not given) | / | / | / | 1.9 | / | -0.2 | -27 | 12 | -2
N#CCc1nn(-c2ccc(Cl)cc2)c(N)c1C#N | 1 | 31 | 1 | -0.7 | 11 | -0.1 | 4 | 4 | 21
CCCN(CCC)C(=O)CC(c1ccccc1)c1cc(C)ccc1O (stereo not given) | -9 | 0 | 5 | 4.0 | 1 | 0.3 | -10 | 0 | 1
COc1ccc(NC(=S)N(Cc2ccc(Cl)cc2)Cc2ccc(C(=O)O)cc2)cc1Cl | 20 | 18 | 2 | 2.1 | -5 | 0.0 | 15 | 1 | -1
Cc1nn(C(=O)C2CC2)c(C)c1Sc1ccc(Cl)cc1 | 7 | -4 | 7 | 0.1 | -4 | 0.0 | 4 | 0 | 2
Cc1cccc(NC(=O)NC2CC3CCC(C2)N3Cc2ccco2)c1 (stereo not given) | 11 | -4 | 1 | -0.2 | -6 | 0.0 | -14 | 1 | 21
O=C(Nc1ccc(-c2csc(-c3ccccc3)n2)cc1)c1ccccc1Cl | -7 | -5 | 2 | 2.4 | 3 | 0.0 | -13 | -2 | 7
CCSc1nnc(NC(=O)c2cccnc2Cl)s1 | -5 | -4 | 1 | -4.8 | -1 | 0.0 | -4 | -8 | -9
O=[N+]([O-])c1cccc(OCc2cn3cccnc3n2)c1 | -17 | -3 | 6 | -5.3 | -3 | -0.1 | -10 | -1 | -4
O=C(CN(Cc1ccc(F)cc1)C(=O)CCC(=O)Nc1ccccn1)NCc1ccco1 | -3 | 5 | -2 | -3.6 | -2 | -0.1 | 4 | 0 | 7
O=C(NNC(=O)c1cccnc1)NC1CCCCC1 | -7 | 3 | -2 | -2.2 | -2 | -0.1 | 8 | -6 | 7
COc1ccc(N/C=C\C(=O)c2ccc3ccccc3c2)cc1 | 0 | -2 | 6 | 2.7 | 1 | 0.0 | -7 | 0 | 10
CC(C)Cc1ccc(C(C)C(=O)N2CCOCC2)cc1 (stereo not given) | 5 | 0 | -5 | 0.7 | 0 | 0.0 | -10 | -7 | 1

Source: PubChem BioAssay (several laboratories)

Some of the compounds tested; rates above refer to the full screens.
